Pf growth 48h: P. falciparum growth inhibition at 48 hours (one generation); P. falciparum luciferase growth in erythrocytes, 48 h; Potency, µM (highest dose often 28.7 µM), without a hit: at the top dose activity change, negative = inhibition, hits mostly inhibitors; 5.9% of 310,000 active; AID 504832
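Cell-based growth assay: transgenic P. falciparum expressing firefly luciferase, cultured in red cells within RPMI 1640 containing 0.5% w/v Albumax, 24 mM bicarbonate and gentamycin. A drop in luciferase activity indicates inhibition.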
HCV inh: HCV inhibition; Huh7.5.1 HCVcc-Cre infection, luciferase reporter, 44 h; Potency, µM (highest dose often 41.8 µM), inactives show top-dose activity change, negative = inhibition, most hits filed as inhibitors; 3.4% of 340,000 active; AID 651820
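HCVcc-Cre virus at an moi near 0.5 was added right after compound to cells cultured 4 h from seeding (1,000 cells/well). Luciferase activity was determined 44 h later, 15 min after substrate addition at RT.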
Pf growth 96h: inhibits malaria parasite growth, 96 h; P. falciparum luciferase reporter growth, 96 h; Potency, µM (doses to about 28.7 µM), for inactives: at the top dose activity change, negative = inhibition, hits mostly inhibitors; 6.9% of 320,000 active
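Erythrocytes infected with luciferase-expressing P. falciparum were dispensed at 2% hematocrit and 0.05% parasitemia (final), then incubated with compounds 96 hours at 37 C in 5% CO2. Luminescence after detection reagent addition reported growth.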
TbPYK inhibitor: T. brucei pyruvate kinase inhibition | 0.12% of 410,000 active | Potency, µM (top dose mostly 76.8 µM), for the others: top-dose activity, negative = inhibition, hits mostly inhibitors | AID 624173 | Q57TT1 | TbPYK enzyme, Kinase-Glo Plus ATP luminescence, 45 min; note: nearly all actives have a fitted effect of over 50% in size
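ADP (130 uM final) triggers the TbPYK reaction after compound addition; incubation is 45 min at room temperature. Kinase-Glo Plus is then added and luminescence imaged. Normalized data are fitted to concentration-effect curves.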
LmPK inhibitor: inhibitors of Leishmania mexicana pyruvate kinase; Q27686; purified LmPK, Kinase-Glo ATP luminescence, 1 h; Potency, µM (highest dose often 57.5 µM), without a hit: at the top dose activity change, negative = inhibition, most hits filed as inhibitors; 0.37% of 290,000 active
Target sequence (Q27686 whole entry, looked up): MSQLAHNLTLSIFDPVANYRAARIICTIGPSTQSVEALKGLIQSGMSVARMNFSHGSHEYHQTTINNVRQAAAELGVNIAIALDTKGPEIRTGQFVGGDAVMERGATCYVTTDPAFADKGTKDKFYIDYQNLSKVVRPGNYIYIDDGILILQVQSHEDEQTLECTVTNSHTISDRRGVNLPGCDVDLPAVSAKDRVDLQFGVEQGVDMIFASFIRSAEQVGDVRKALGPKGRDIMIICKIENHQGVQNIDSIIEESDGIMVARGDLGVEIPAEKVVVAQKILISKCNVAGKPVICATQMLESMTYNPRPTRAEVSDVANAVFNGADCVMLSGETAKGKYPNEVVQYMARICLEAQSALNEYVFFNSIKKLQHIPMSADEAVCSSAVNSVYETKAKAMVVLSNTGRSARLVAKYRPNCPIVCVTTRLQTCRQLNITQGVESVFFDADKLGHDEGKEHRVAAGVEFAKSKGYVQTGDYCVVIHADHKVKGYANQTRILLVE
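Purified LmPK (0.1 nM) with 0.5 mM PEP and 0.1 mM ADP in imidazole buffer pH 7.2 with MgCl2/KCl, 1 h at room temperature. ATP formed was read by luciferase luminescence and normalized to no-enzyme and uninhibited controls.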
Sm TGR block: S. mansoni TGR enzyme inhibition. Q962Y6. purified TGR, DTNB reduction, TNB absorbance 405 nm. Potency, µM (top dose mostly 114 µM), without a hit: at the highest dose activity change, negative = inhibition, usual class: inhibitors. 3% of 360,000 active. AID 485364; note: nearly all actives have a fitted effect of over 60% in size
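TGR 20 nM + NADPH 100 uM (dispensed conc.), cpd preinc 15 min RT; start with NADPH (500 uM addition) then DTNB (15 mM addition). Kinetic TNB absorbance, 405 nm filter. Four-parameter Hill fit across titration.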
* = called active by the depositor; ? = inconclusive; · = no result given; & = joins results of further samples; [ ] = remark or other dose. Calls come from the whole dose curve; as a rule, active = well fitted curve in the direction sought with a large enough effect; inconclusive = small, poorly fitted or top-dose-only effect, or another doubt; inactive = no such curve, though single readings can be large; an effect the other way counts as inactive or inconclusive. % is set by controls: 0 for no effect and ±100 for the full control effect; potency is the fitted concentration of half-maximal effect.

Key to letters – A = Pf growth 48h; B = HCV inh; C = Pf growth 96h; D = TbPYK inhibitor; E = LmPK inhibitor; F = Sm TGR block
O=C(CN1CCCC1)Nc1ccc(-c2nc3cc(NC(=O)CN4CCCC4)ccc3o2)cc1
  A: 2.33µM*	B: ?	C: ?	D: 2.6%	E: 6.1%	F: -7.8%

CCOC(=O)c1sc(NC(=O)C2CC(=O)N(c3ccc(OCC)cc3)C2)nc1C (stereo not given)
  A: 30.8%[activator]	B: -0.7%	C: -5.9%	D: -2.5%	E: 0.9%	F: 2.2%

CC(C)c1ccc(N2CC(C)(C)C2=O)cc1
  A: 55.5%[activator]	B: 7.5%	C: 4.9%	D: -7.5%	E: 6.8%	F: ?

CC(OC(=O)C1CSC2(C)CCC(=O)N12)C(=O)Nc1ccc(F)cc1 (stereo not given)
  A: -18.4%	B: 9.1%	C: 13.3%	D: -20.0%	E: ·	F: -1.0%

COc1ccccc1OCC(=O)Nc1nc2c(s1)CCCC2
  A: 23.3%	B: -4.7%	C: 1.0%	D: 6.5%	E: -2.2%	F: -6.7%

CC(Sc1nc2ccccc2s1)C(=O)NCc1ccc2c(c1)OCO2 (stereo not given)
  A: 34.4%[activator]	B: 3.7%	C: 17.0%	D: -8.9%	E: -1.3%	F: -0.9%

N#C/C(=C\c1cn(CCOc2ccccc2)c2ccccc12)C(=O)NCc1ccco1
  A: ?	B: -0.6%	C: 3.7%	D: 0.0%	E: 3.9%	F: 28.9%

CC(C)=NNc1nc(-c2ccccc2)c(C)s1
  A: ?	B: -4.1%	C: 28.8%	D: -8.5%	E: 6.8%[11.5 µM]	F: -16.6%

CCNc1nc(SCC(=O)Nc2ccc(Cl)c(Cl)c2)nc(N2CCOCC2)n1
  A: ?	B: ?	C: -0.6%	D: -2.2%	E: -1.1%	F: -5.4%

COc1ccc(OC)c(N2C(=O)CC(C(C)c3ccccc3)C2=O)c1 (stereo not given)
  A: ?	B: 2.4%	C: 29.5%	D: -3.1%	E: -1.5%	F: -0.6%

O=C(Nc1cccc(S(=O)(=O)N2CCOCC2)c1)[C@@H]1CCCN1S(=O)(=O)c1ccc(Cl)cc1
  A: ?	B: ?	C: 1.85µM*	D: 33.1%[activator]	E: 0.8%	F: 5.1%

CCn1cc(C(=O)Nc2ccc(C)c([N+](=O)[O-])c2)cn1
  A: 10.6%	B: -28.4%	C: 64.0%	D: -10.5%	E: 0.4%	F: -5.9%

CCN(CC)S(=O)(=O)c1cccc(-c2n[nH]c(=S)n2/N=C/c2ccc(Br)cc2)c1
  A: 11.1%	B: ?	C: -13.7%	D: ?	E: 0.5%	F: -0.1%

Cc1cc(C)cc(NCC(=O)Nc2c(C)cccc2C)c1
  A: -7.4%	B: 1.8%	C: ·	D: -3.3%	E: 1.4%	F: 3.3%

CC(/C=C/c1ccccc1)=N\NC(=S)NC(C)C
  A: -22.5%	B: ?	C: 4.65µM*	D: -6.2%	E: 3.7%	F: 1.9%

Next part.
Key to letters – A = Pf growth 48h; B = HCV inh; C = Pf growth 96h; D = TbPYK inhibitor; E = LmPK inhibitor; F = Sm TGR block
CCc1nc(C)cc(N)c1OCc1ccccc1
  A: 31.5%[activator]	B: 3.0%	C: 12.4%	D: 1.2%	E: -2.5%	F: 13.8%

COc1ccc(OC)c(CCNC(=O)CS(=O)(=O)Cc2nc(-c3ccccc3C)oc2C)c1
  A: 29.8%	B: ?	C: -13.4%	D: 4.2%	E: 3.2%	F: 0.0%

CC(C)(C)NCC(=O)N/N=C/c1ccc(OCc2ccccc2)cc1
  A: -5.9%	B: 10.6%	C: 31.8%[activator]	D: 1.7%	E: -5.8%	F: ·

O=C(NC1CCCCC1)N1CCCC(c2nc(-c3ccc(S(=O)(=O)N4CCCC4)cc3)no2)C1 (stereo not given)
  A: 0.0%	B: ?	C: ·	D: -9.5%	E: 0.9%	F: -0.8%

Cc1cccc(N2C(=O)CS/C2=N\NC(=O)c2ccc(Cl)cc2)c1C
  A: 30.0%[activator]	B: 7.4%	C: 4.0%	D: -24.2%	E: 6.2%	F: -1.1%

O=C(c1oc2ccccc2c1CSCc1ccccc1)N1CCN(c2ncccn2)CC1
  A: ?	B: 11.2µM*	C: 17.1%	D: 4.1%	E: 2.6%	F: ?

Cc1noc(C)c1CSc1nc2ccccc2n1C
  A: 64.8%[activator]	B: 2.2%	C: -6.1%	D: 1.9%	E: -3.2%	F: 6.7%

CC1CN(C(=O)C(c2ccccc2)c2ccccc2)CC(C)O1 (stereo not given)
  A: ·	B: -2.6%	C: ?	D: ·	E: 5.9%	F: -27.5%

Cc1ccc(/C=N/NC(=O)CNC(=O)COc2ccccc2)o1
  A: 4.3%	B: 9.8%	C: -20.5%	D: -4.8%	E: -1.9%	F: -1.8%

CN(Cc1ccccc1)C(=O)CN1CCN(S(=O)(=O)c2ccc(Cl)c(Cl)c2)CC1
  A: -23.1%	B: 4.8%	C: ?	D: 3.6%	E: ·	F: -3.5%

COc1ccc(NC(=O)c2cc(-c3cc(Cl)ccc3O)n[nH]2)c(OC)c1
  A: ?	B: ?	C: ?	D: -7.5%	E: -0.2%	F: 16.5%

CC(C)CC(NS(=O)(=O)c1ccc2c(c1)oc(=O)n2C)C(=O)N1CC=C(c2ccccc2)CC1 (stereo not given)
  A: ·	B: -9.2%	C: 10.4µM*	D: -7.7%	E: -0.1%	F: 0.0%

Cc1ccc(N)c(C(=O)c2ccc(Br)cc2)c1
  A: 28.5%	B: 9.0%	C: -7.2%	D: -0.4%	E: 7.4%	F: 8.4%

COc1ccc(NC2CCCN(C(=O)c3csc(C(C)C)n3)C2)cc1OC (stereo not given)
  A: 17.4%	B: -12.2%	C: 16.0%	D: -2.9%	E: 3.2%	F: -21.3%

CN(C)c1ccc(-c2noc(C3CCN(C(=O)Nc4ccc(Cl)cc4)CC3)n2)cc1
  A: ?	B: ?	C: ?	D: 1.6%	E: -3.8%	F: -14.8%

Next section.
Key to letters – A = Pf growth 48h; B = HCV inh; C = Pf growth 96h; D = TbPYK inhibitor; E = LmPK inhibitor; F = Sm TGR block
CN(Cc1cccnc1)Cc1c(C(=O)N2CCc3ccccc3C2)nc2ccc(Cl)cn12
  A: ?	B: -2.4%	C: -17.3%	D: 1.4%	E: -5.2%	F: 31.6µM*

COc1cccc(CN(CC2CCCO2)C(=O)c2cc3ccccc3oc2=O)c1 (stereo not given)
  A: -6.7%	B: 8.8%	C: -1.7%	D: -1.1%	E: 0.3%	F: 9.1%

CCOc1ccc(NC(=O)CN(C)C(=O)c2cc(-c3cccs3)nn2-c2ccccc2)cc1OCC
  A: -4.6%	B: ?	C: -11.1%	D: -16.1%	E: ·	F: -4.6%

O=C(/C=C/c1ccc([N+](=O)[O-])cc1)NNC(=O)C1CC1
  A: 26.9%	B: 3.3%	C: 50.4%[activator]	D: 2.3%	E: 1.5%	F: 39.2%[activator]

COc1cc(NS(=O)(=O)c2ccc(N)cc2)nc(OC)n1
  A: -7.3%	B: -1.2%[8.37 µM]	C: 0.1%	D: -10.2%	E: 7.9%	F: -9.5%

S=C(NCc1ccco1)NCc1ccccc1Cl
  A: 7.8%	B: -10.3%	C: 41.9%[activator]	D: -1.9%	E: 9.5%	F: -14.6%

CCOc1ccc(S(=O)(=O)N(C)CC(=O)NC2CC2)cc1
  A: ?	B: 10.5%	C: 15.0%	D: 1.2%	E: 1.9%	F: -3.5%

Cc1[nH]n(-c2ccccc2)c(=O)c1C=Nc1cccc(F)c1
  A: -13.5%	B: 15.4%	C: -9.5%	D: 0.2%	E: -5.6%	F: 9.5%

COc1cc2c(cc1OC)CN(C(=O)CSc1n[nH]c(N)n1)CC2
  A: 19.6%	B: 6.6%	C: ·	D: 10.3%	E: 1.4%	F: 2.8%

O=C(CCc1ccccc1)Nc1ncc([N+](=O)[O-])s1
  A: 307.2%[activator]	B: ?	C: 68.8%[activator]	D: -3.5%	E: 0.6%	F: 0.3%

CCOC(=O)C1CCCN(C(=O)c2cn(-c3ccccc3)nc2-c2cccnc2)C1 (stereo not given)
  A: ?	B: 25.9%	C: ?	D: 3.9%	E: ·	F: -5.1%

CCOC(=O)N1CCN(c2c(NCCN3CCCCC3CC)c(=O)c2=O)CC1 (stereo not given)
  A: ·	B: 29.0%	C: ?	D: -1.4%	E: 1.0%	F: -1.8%

C=C(C)Cn1c(NCCOC)nc2c1c(=O)[nH]c(=O)n2C
  A: ?	B: 1.3%	C: 0.0%	D: 0.9%	E: -9.6%	F: 7.0%

CC1CCN(Cc2nnnn2CCCC(=O)NC(c2ccccn2)C(F)(F)F)CC1 (stereo not given)
  A: -19.5%	B: 31.7%[activator]	C: 20.9%	D: -6.7%	E: -1.5%	F: -20.2%

O=C(Cc1cccs1)N(Cc1ccco1)C1(C(=O)NC2CCCC2)CCCCC1
  A: ?	B: ?	C: ·	D: 1.2%	E: -1.7%	F: -29.7%

Compound profiles, from the list above. Order of screens: Pf growth 48h | HCV inh | Pf growth 96h | TbPYK inhibitor | LmPK inhibitor | Sm TGR block
Cc1[nH]n(-c2ccccc2)c(=O)c1C=Nc1cccc(F)c1 is listed as -13.5% | 15.4% | -9.5% | 0.2% | -5.6% | 9.5%
O=C(CCc1ccccc1)Nc1ncc([N+](=O)[O-])s1 is listed as 307.2%[activator] | ? | 68.8%[activator] | -3.5% | 0.6% | 0.3%
S=C(NCc1ccco1)NCc1ccccc1Cl is listed as 7.8% | -10.3% | 41.9%[activator] | -1.9% | 9.5% | -14.6%

New compounds follow.
Key to letters – A = Pf growth 48h; B = HCV inh; C = Pf growth 96h; D = TbPYK inhibitor; E = LmPK inhibitor; F = Sm TGR block
CN(C)C(=O)c1ccc(NC(=O)COC(=O)c2cc(S(=O)(=O)N(C)C)ccc2N2CCCC2)cc1
  A: ?	B: 0.2%	C: ?	D: 0.7%	E: ·	F: -0.7%

CCN(CC)CCNC(=O)C1CCN(S(=O)(=O)N2CCCCC2)CC1
  A: -1.0%	B: -0.9%	C: 2.9%	D: 4.4%	E: -2.5%	F: 0.3%

C/C(=N\Nc1ccc(C(=O)O)cc1)c1ccc(S(=O)(=O)NCc2ccco2)cc1
  A: 86.7%[activator]	B: 21.9%	C: 25.3%	D: -11.6%	E: 2.1%	F: 8.7%

CCOC(=O)C1CCCN(S(=O)(=O)c2cc3[nH]c(=O)c(=O)[nH]c3cc2C)C1 (stereo not given)
  A: ?	B: 18.0%	C: ?	D: -1.3%	E: 2.0%	F: -16.8%

CC(C)C1Nc2ccc(C(=O)N3CCN(c4ccccn4)CC3)cc2NC1=O (stereo not given)
  A: -9.0%	B: 20.9%	C: 13.9%	D: 2.9%	E: 0.1%	F: 0.2%

O=C(CSc1ccc(Cl)cc1)c1ccco1
  A: 17.4%	B: -21.1%	C: ?	D: -29.7%	E: 2.4%	F: 5.62µM*

O=C1OC(/C(=C\Nc2ccc(F)cc2F)[N+](=O)[O-])c2ccccc21 (stereo not given)
  A: ?	B: 20.0%	C: -197.1%	D: -4.7%	E: 10.8%	F: 11.2µM*

Clc1ccccc1OCCCCN1CCCCC1
  A: 21.2%	B: ?	C: ?	D: 3.6%	E: 1.1%	F: 0.0%

CCN(c1ccccc1)S(=O)(=O)c1ccc(NC(=O)c2nc(S(C)(=O)=O)ncc2Cl)cc1
  A: 6.5%	B: ?	C: ?	D: 35.1%&8.2%[activator]	E: -3.2%	F: 0.398µM*

COc1ccc(CCN=C(N)NS(=O)(=O)c2ccc(F)cc2)cc1OC
  A: -24.3%	B: ·	C: 8.9%	D: -1.1%	E: 4.4%	F: -5.1%

Cc1cccc(Nc2nc(-c3c(C)nc4ccccn34)cs2)c1
  A: ?	B: 2.51µM*	C: ?	D: 0.2%	E: 2.3%	F: -3.1%

COC(=O)C1CCN(c2cc(=O)n(Cc3ccc(F)cc3)c(=O)[nH]2)CC1
  A: -18.2%	B: 19.8%	C: 1.1%	D: 2.5%	E: -1.6%	F: 0.5%

Compound activity (PubChem)
